# Screening data from PubChem.
# DNA FID counter – fluorescent intercalator displacement, NS3 helicase counter-screen. inhibition, % at 7.9 µM. DNA fluorescent intercalator displacement, fluorescence. hit rate 0.17% among 290,000. AID 1845; in the data active means inhibition above about 37%;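 further: 0% = vehicle and 100% = reference compound; higher means more ethidium bromide displaced from hairpin DNA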
# VIM-2 inhibitor – inhibitors of Pseudomonas aeruginosa VIM-2 metallo-beta-lactamase; inhibition, % at 5.6 µM; purified VIM-2, nitrocefin hydrolysis, epi-absorbance fluorescence; hit rate 0.89% among 290,000; AID 1527;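 active means inhibition above the mean of all tested compounds plus 3 SD, cutoff set per screening run, cut at about 7.5% in these data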;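 further: red hydrolysis product quenches plate fluorescence so inhibitors raise well fluorescence; 0% = enzyme with DMSO and 100% = DMSO without enzyme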
# OXTR ag – human OXTR agonism. CHO-OTR cells, Fluo-8 calcium fluorescence; normalized: DMSO 0%, oxytocin 100%. activation, % at 3 µM. hit rate 0.32% among 320,000;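 active means activation above the mean of all tested compounds plus 3 SD, cutoff set per screening run, cut at about 20% in these data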;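 further: peak over basal fluorescence ratio from a 100 s FLIPR kinetic read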
# PHOSPHO1 inh – PHOSPHO1 (human) inhibition; inhibition, % at 13.3 µM; Q8TCT1; hit rate 1.1% among 290,000; recombinant PHOSPHO1, absorbance phosphatase assay; in the data active means inhibition above about 60%
# GalR3 antag – blocks the human galanin receptor 3 | O60755 | HEK293 GalR3-CNG cAMP membrane potential fluorescence; galR3 body fused to GalR1 C-terminus | inhibition, % at 3 µM | hit rate 0.44% among 360,000;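 active means inhibition above the screen-wide average plus 3 SD, cut at about 13% in these data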;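 further: forskolin and galanin both at EC90 stimulate the cells; cAMP rise reported by CNG channel membrane potential dye signal; 0% = forskolin plus galanin with DMSO and 100% = forskolin alone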
# Target sequence (O60755 1-299 limits assumed): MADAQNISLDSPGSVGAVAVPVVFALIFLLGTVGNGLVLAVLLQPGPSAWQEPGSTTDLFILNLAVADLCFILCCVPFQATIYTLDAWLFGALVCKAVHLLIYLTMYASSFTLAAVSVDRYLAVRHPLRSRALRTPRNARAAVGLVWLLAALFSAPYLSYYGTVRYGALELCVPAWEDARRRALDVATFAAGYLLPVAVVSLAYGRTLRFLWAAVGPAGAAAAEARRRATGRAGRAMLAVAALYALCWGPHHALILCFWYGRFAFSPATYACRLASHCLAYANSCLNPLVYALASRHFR
# V1aR counter – counter-screen for oxytocin receptor agonists: human V1a receptor agonists. P37288. hit rate 0.25% among 320,000. activation, % at 3 µM. CHO-V1R cells, Fluo-8 calcium fluorescence, agonist mode; 0% DMSO, 100% 3 nM vasopressin;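 active means activation above the mean activation of all tested compounds plus 3 SD, per screening run, cut at about 20% in these data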;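 further: signal is peak over basal fluorescence ratio across a 100 second FLIPR read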
# Target sequence (P37288 whole entry, looked up): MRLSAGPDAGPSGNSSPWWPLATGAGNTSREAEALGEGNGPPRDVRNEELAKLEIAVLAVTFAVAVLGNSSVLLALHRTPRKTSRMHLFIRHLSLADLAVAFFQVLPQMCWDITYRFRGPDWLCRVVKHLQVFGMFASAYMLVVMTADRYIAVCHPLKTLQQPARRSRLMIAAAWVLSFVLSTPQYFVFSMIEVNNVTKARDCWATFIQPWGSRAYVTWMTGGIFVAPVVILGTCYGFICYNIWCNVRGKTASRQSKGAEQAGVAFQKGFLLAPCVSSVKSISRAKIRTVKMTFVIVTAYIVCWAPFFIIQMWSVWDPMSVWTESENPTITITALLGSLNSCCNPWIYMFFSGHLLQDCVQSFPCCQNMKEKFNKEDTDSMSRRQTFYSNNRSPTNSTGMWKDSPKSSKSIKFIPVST
# GPR7 antag – human neuropeptides B/W receptor 1 antagonism; P48145; GPR7-expressing cells, fluorescence antagonist assay; inhibition, % at 4.4 µM; hit rate 1.1% among 290,000; AID 1861; in the data active means inhibition above about 16%, passing the limit was not always enough;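 further: cells stimulated with the agonist NPW; 0% = agonist with vehicle and 100% = vehicle without agonist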
# Target sequence (P48145 whole entry, looked up): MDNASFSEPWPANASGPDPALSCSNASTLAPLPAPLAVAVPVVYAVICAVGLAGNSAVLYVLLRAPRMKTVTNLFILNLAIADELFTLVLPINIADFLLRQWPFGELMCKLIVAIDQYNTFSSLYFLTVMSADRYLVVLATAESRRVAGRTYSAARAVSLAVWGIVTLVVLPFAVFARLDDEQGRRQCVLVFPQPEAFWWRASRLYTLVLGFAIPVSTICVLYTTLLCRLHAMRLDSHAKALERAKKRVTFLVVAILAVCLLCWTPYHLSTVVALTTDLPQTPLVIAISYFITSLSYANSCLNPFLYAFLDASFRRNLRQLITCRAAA
# HCV NS3 hel inh – inhibitors of Hepatitis C virus NS3 helicase; NS3 helicase DNA unwinding, Cy5 molecular beacon fluorescence; inhibition, % at 10.9 µM; hit rate 0.56% among 290,000; AID 1800;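 active means inhibition above the mean of all tested compounds plus 3 SD, set per campaign, cut at about 35% in these data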;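 further: 0% = DMSO wells and 100% = thioflavine S control wells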
#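 assay system = NS3 helicase fragment of HCV | buffer or medium = MOPS pH 6.5, MgCl2, DTT, Tween20, BSA | timing = 60 min unwinding reaction at 25 °C after ATP addition | signal = Cy5 beacon fluorescence read at start and 1 h | read-out basis = % inhibition of unwinding | control set = low DMSO, high thioflavine S at 110 µM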
# IMP-1 inh – blocks Pseudomonas aeruginosa IMP-1 metallo-beta-lactamase; purified IMP-1, nitrocefin hydrolysis, epi-absorbance fluorescence; hit rate 0.45% among 290,000; AID 1556; inhibition, % at 5.6 µM;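 active means inhibition above the mean plus 3 SD of all compounds in the same screening run, cut at about 4.5% in these data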;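 further: 0% = IMP-1 with DMSO and 100% = DMSO wells lacking enzyme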
#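 Assay system: purified IMP-1; Quantity: IMP-1 0.2 nM before substrate addition; Medium: HEPES buffer pH 7.1 with ZnSO4 and Brij 35; Incubation: 15 min enzyme–compound preincubation, then 25 min nitrocefin reaction, 25 °C; Signal: fluorescence quenching readout, ex 480/em 530 nm; Controls: DMSO with and without IMP-1; Repeats: singlicate testing.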
# Starred values were filed as active, the others as inactive; / = not tested or not shown.
# Values run as follows: DNA FID counter	VIM-2 inhibitor	OXTR ag	PHOSPHO1 inh	GalR3 antag	V1aR counter	GPR7 antag	HCV NS3 hel inh	IMP-1 inh
1: COc1ccccc1CN1C[C@@H]2C[C@@H](c3ccc(C)c(C)c3)N3CCC[C@@]23C1=O
 : -6	2.0	-0.8	5	3	2.0	16	2	-1.4
2: COc1cc(C(=O)N2CCN(c3cccc(C)c3C)CC2)cc(OC)c1OC
 : -42	-5.2	-2.1	-2	0	-0.5	7	6	-3.8
3: O=C(CCCN1C(=O)/C(=C/c2ccccc2)SC1=S)N1CCOCC1
 : -40	2.9	12	51	-7	9.1	-3	-10	1.4
4: Cn1cccc1/C=C1\SC(=S)N(Nc2ccccc2)C1=O
 : 3	-2.2	-0.9	16	-7	-0.2	22*	-5	-2.8
5: CN(C(=O)c1ccc2c(c1)OCO2)C1(C(=O)NC2CCCCC2)CCCCC1
 : -20	-3.5	-2.1	16	-8	-1.9	12	0	-0.3
6: CC(C)c1ccc(NC(=O)COC(=O)/C=C/c2cccc([N+](=O)[O-])c2)cc1
 : -1	-3.8	-0.1	2	-1	1.1	-4	7	-3.0
7: O=C(Nc1ccnn1C1CCN(Cc2ccccc2)CC1)C1CCCC1
 : -3	-2.1	-0.9	14	-1	0.0	-4	-3	-3.0
8: Cc1ccc(CC(=O)Nc2ccc([N+](=O)[O-])cc2C)cc1
 : 1	-1.3	-0.1	-1	-5	0.3	-3	-4	-2.6
9: O=C(NCCNC(=O)c1ccccn1)c1ccc(Cl)cc1
 : -4	-3.0	0.5	20	-7	1.1	2	2	-2.9
10: O=C(NCc1ccc2c(c1)OCO2)c1cccc(S(=O)(=O)N2CCCCC2)c1
 : -17	-1.5	1.2	2	/	0.4	-8	2	-1.7
11: Cc1ccc(N=C(NO)c2nonc2N)cc1
 : -2	-5.4	-0.6	8	-6	-0.3	-12	1	-3.4
12: Cc1ccccc1S(=O)(=O)NCc1ccc(N2CCN(C)CC2)cc1
 : 9	0.4	1.8	24	1	1.4	-5	-3	-1.4
13: O=C1c2ccccc2C(=O)N1SC1CCCCC1
 : 0	-1.5	1.6	-36	1	0.5	7	17	-2.6
14: CCSc1ccc(-c2nn(-c3ccccc3)cc2/C=C(/C#N)C(=O)NCCCOC)cc1
 : 4	0.7	0.6	-1	-11	0.9	3	-6	-1.6
15: Cc1nnc(SCC(=O)Nc2ncc3c(n2)CC(c2ccccc2)CC3=O)s1 (stereo unspecified)
 : -6	0.3	-1.2	7	-4	0.4	3	4	1.7
16: O=C(c1cccc(Cl)c1)N1CCC2(CC1)NCCc1[nH]cnc12
 : 8	-6.0	1.5	36	2	1.1	-4	1	-0.9
17: O=C(c1ccco1)N1CCN(C(=O)c2cnn3c2NC(c2cccs2)CC3C(F)(F)F)CC1 (stereo unspecified)
 : -40	-0.8	0.5	-8	-3	1.1	0	3	-3.0
18: O=C(OCc1ccc(Br)cc1F)c1cc2ccccc2oc1=O
 : -15	-0.7	-1.2	6	-8	-1.2	12	9	-1.4
19: CCOC(=O)N1CCC(NC(=O)CSc2cc(=O)n(CC)c3ccccc23)CC1
 : -33	0.3	-1.6	-9	-3	-1.3	0	3	-1.6
20: CCCCNC(=O)c1onc(CSc2cccc(C)c2)c1C(=O)O
 : -32	-0.7	0.5	16	-8	1.2	-4	14	-2.0
21: COc1cccc(C(=O)CSc2nnc(CNS(C)(=O)=O)n2-c2ccc(C)cc2)c1
 : -25	-3.0	/	59	-2	/	-14	0	-5.2
22: COC(=O)c1ccc(CNC(=O)COC(=O)CCC2CCCC2)cc1
 : -22	-0.6	-1.7	-57	-5	0.0	-5	-11	-3.0
23: O=C(CSCc1ccc(Cl)cc1)N/N=C/c1ccccc1
 : -8	-4.1	-1.0	-1	-2	0.4	-9	-2	-2.0
24: CC(=O)c1ccc(NC(=O)C(C)OC(=O)C2CC(=O)N(c3ccc4c(c3)OCCO4)C2)cc1 (stereo unspecified)
 : -30	0.7	2.8	29	-3	1.5	3	0	-1.9
25: C=CCn1c2ccccc2c2nnc(SCc3[nH]c(=O)[nH]c3C(=O)CCCCC(=O)OCC)nc21
 : -37	6.3	-1.6	-61	8	0.6	-4	1	0.3
26: CCN(CC)CCn1c(=N)n(CC(O)c2ccc(OC)c(OC)c2)c2ccccc21 (stereo unspecified)
 : 10	2.1	0.2	41	-4	0.0	-11	-3	-2.8
27: O=C(NNC(=S)NC(=O)c1cn(-c2ccccc2)nc1-c1ccccc1)c1ccncc1
 : -21	-3.7	21*	81*	-8	3.9	-9	20	-3.4
28: CCC(=O)N1CCCc2cc(S(=O)(=O)CCC(=O)Nc3ccccc3C)ccc21
 : -21	-1.9	0.9	2	-7	0.9	-7	5	-3.0
29: Nc1nonc1-n1nnc(C(=O)N/N=C/c2ccccn2)c1CNc1ccccc1
 : -13	-6.6	3.2	38	0	1.7	-17	-1	-3.6
30: NC(=O)c1c(NC(=O)c2ccccc2Cl)sc2c1CCC2
 : -3	0.8	-1.8	/	-6	-0.2	-6	-2	-0.8
31: CCN1CCN(Cc2nc3c(c(=O)n(C)c(=O)n3C)n2CCc2ccccc2)CC1
 : -1	-3.5	/	1	/	/	-8	-1	-2.6
32: CCOC(=O)c1c(C)nc2sc3c(=O)n(-c4ccc(OC)cc4)nnc3c2c1-c1ccc(OC)cc1
 : -12	-5.3	-2.2	-83	-3	-0.2	-9	2	-2.4
33: O=C(NCCCNC(=O)c1ccco1)c1ccco1
 : -7	-2.0	-0.5	8	-1	0.6	-14	26	-2.3
34: C=CCn1c(SCC(=O)NC2CCCCC2)nnc1-c1ccccn1
 : -32	-0.3	-0.9	41	1	-0.8	-10	2	-3.5
35: CCCCCN(C(=O)CCC(=O)OCc1ccccc1C(F)(F)F)c1c(N)n(CCCC)c(=O)[nH]c1=O
 : -38	0.1	0.0	23	-4	2.4	-2	-6	-1.5
36: Cc1nn2c3ccccc3nc2n(C)c1=O
 : -10	-1.8	/	-36	5	/	-8	-22	-1.7
37: O=C(Nc1nc(-c2ccc3c(c2)OCCO3)cs1)c1ccco1
 : -6	-3.2	0.4	10	4	-1.0	-7	-11	-0.9
38: C[C@@H]1NC(=O)c2cc([N+](=O)[O-])cc(I)c2OCC[C@@H](C(N)=O)NC(=O)[C@H](CCC(=O)O)NC1=O
 : -25	-2.7	/	-9	/	/	-9	7	-1.9
39: O=C(c1cc(COc2ccc(F)c(F)c2)on1)N1CCN(C2CCCCC2)C(=O)C1
 : -63	-0.1	13	40	2	10	27*	3	-1.3
40: NS(=O)(=O)c1ccc(CCNc2cc(=O)n(Cc3ccc(F)cc3)c(=O)[nH]2)cc1
 : 3	0.1	-0.5	20	0	1.4	-4	9	-1.7

# 2 entries drawn at random from the list so far:
# Values run as follows: DNA FID counter	VIM-2 inhibitor	OXTR ag	PHOSPHO1 inh	GalR3 antag	V1aR counter	GPR7 antag	HCV NS3 hel inh	IMP-1 inh
23: O=C(CSCc1ccc(Cl)cc1)N/N=C/c1ccccc1
 : -8	-4.1	-1.0	-1	-2	0.4	-9	-2	-2.0
10: O=C(NCc1ccc2c(c1)OCO2)c1cccc(S(=O)(=O)N2CCCCC2)c1
 : -17	-1.5	1.2	2	/	0.4	-8	2	-1.7

# Following part
# Values run as follows: DNA FID counter	VIM-2 inhibitor	OXTR ag	PHOSPHO1 inh	GalR3 antag	V1aR counter	GPR7 antag	HCV NS3 hel inh	IMP-1 inh
41: CN(C)CCNC(=O)c1onc(CSc2ccc(F)cc2)c1C(=O)NCCN(C)C
 : /	/	0.2	35	-3	0.9	/	/	/
42: O=C(c1ccccc1[N+](=O)[O-])N1CCCC(C(=O)N2CCCCCC2)C1 (stereo unspecified)
 : -5	-1.7	1.4	29	-7	0.9	-18	-1	-1.9
43: CC(/C=N\NC(=O)c1cc(C)oc1C)=C\c1ccccc1
 : -5	-2.8	-1.9	-12	3	-0.1	-3	-2	-2.6
44: COc1ccc(CNC(=O)CN(c2ccc(C)cc2)S(=O)(=O)c2c(C)noc2C)cc1
 : -40	-2.7	0.3	18	-5	2.9	4	-11	1.6
45: CCc1ccc(OCCNC(=O)c2ccccc2SCc2ccc(F)cc2)cc1
 : -15	-3.0	2.4	-21	0	2.6	-12	1	-6.2
46: CCN1CCN(CC(O)COCC2COc3ccccc3O2)CC1 (stereo unspecified)
 : 4	-2.7	0.0	-14	-3	-0.2	-13	2	-2.6
47: NC(=O)CC(NC(=O)c1ccccc1)c1ccc(N2CCCCCC2)c([N+](=O)[O-])c1 (stereo unspecified)
 : -33	-0.5	-0.1	4	-5	0.4	-3	-8	-2.1
48: CC(=O)CC(=O)Nc1ccccc1NC(C)=O
 : -9	-2.0	0.4	-7	-6	0.7	-6	11	-6.0
49: Cc1cn(CC(=O)c2ccccc2)c2ccccc12
 : -5	1.5	-1.4	24	-10	-0.7	-18	12	-1.3
50: COc1ccccc1C(c1nnnn1CCc1ccccc1)N1CCN(c2ccccc2)CC1 (stereo unspecified)
 : -2	-0.7	0.1	-2	2	0.4	23*	9	-4.4
51: O=C(Cn1c(NCCCO)nc2ccccc21)c1cccc(Br)c1
 : 15	-1.9	5.1	16	0	1.3	-9	-18	-2.6
52: O=C(Nc1nnc(-c2cccnc2)s1)c1cccs1
 : -5	1.8	-0.6	-8	10	0.1	-1	-3	-1.1
53: Cn1c(CSCCOc2ccccc2)n[nH]c1=S
 : -15	-0.3	1.1	-58	0	2.0	-16	9	-4.7
54: O=C(NC1CC1)C1CCN(C2CCN(C(=O)CCOc3ccccc3)CC2)CC1
 : 2	-2.3	-0.5	11	-2	-0.2	-7	0	-2.8
55: CCOC(=O)C1(Cc2cccc(Cl)c2)CCCN(C(=O)c2cc(C(C)C)nn2C)C1 (stereo unspecified)
 : -51	-0.6	-0.7	23	-2	8.7	1	-1	-1.8
56: CC(C)N1CCC2(CC1)N=C(c1ccc3c(c1)OCO3)CC(c1cc(Cl)ccc1O)N2 (stereo unspecified)
 : 7	-3.2	1.5	0	0	0.9	5	-10	-4.7
57: CCCCN(C(=O)CCC(=O)Nc1cc(C)on1)C(C(=O)NC(C)(C)CC)c1cccc(OC)c1OC (stereo unspecified)
 : -45	-2.4	-1.9	37	3	-1.4	-4	-9	-2.7
58: CCOc1ccc(NC(=S)N2CCC(NC(=O)C3CCCCC3)CC2)cc1
 : -25	0.3	-0.1	45	-6	0.0	28*	13	1.9
59: COC(=O)c1cc(NS(=O)(=O)c2cccc(Cl)c2)ccc1N1CCOCC1
 : -21	-4.4	0.7	22	4	2.3	-1	6	-1.3
60: C=CCNC(=O)Nc1ccc(Br)cc1Cl
 : 1	-3.0	-2.1	39	-9	-1.6	-27	2	-1.5
61: Cc1cc([N+](=O)[O-])nn1CCCC(=O)NCc1ccccc1
 : 1	0.7	0.6	15	-8	0.2	5	-9	-3.4
62: O=C(NC(n1ccc(=O)[nH]c1=O)C(Cl)(Cl)Cl)C12CC3CC(CC(C3)C1)C2 (stereo unspecified)
 : -34	0.8	-1.1	4	-8	-0.9	10	8	0.9
63: COc1cccc(C2c3[nH]c4ccccc4c3C[C@H]3C(=O)N(C)CC(=O)N23)c1 (stereo partly specified)
 : -18	0.6	1.5	/	-11	2.1	2	0	-1.1
64: CC(C)C(=O)Nc1ccc([N+](=O)[O-])cc1Br
 : -2	-1.9	-1.7	1	-3	-0.2	3	14	-2.2
